Screening data from PubChem BioAssay.
Cneo AK release: Cryptococcus neoformans lysis via adenylate kinase release; C. neoformans lysis, adenylate kinase release luminescence, 4 h; normalised: neutral wells 0, clomiphene wells 100; lysis activity, % at 15 µM; actives 0.2% (n = 360,000); AID 651654;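 active means mean lysis activity across replicates of at least 80%, whatever share of replicates individually reach that level; inactive means mean lysis activity below 80%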
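Assay system: C. neoformans cells. Amount: yeast cell density of 5 × 10^6 cells/mL. Technique: AK luminescence. Buffer or medium: YPD. Times: static 4 h at 37 °C with compound, 1 h detection. Dosing: single-point compound dose. Read-out: lysis from increased AK signal.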
PAX8 inh HTS: PAX8 transcriptional activity inhibition; RMG-I TPO-luciferase reporter, SteadyGlo, 24 h; inhibition, % at 12.6 µM; actives 1.2% (n = 360,000); AID 652154;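 active means mean replicate inhibition at least 60% with every replicate also reaching 60%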;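 further: luciferase light reporting Pax8 driven TPO promoter activity; plate controls were median of neutral control wells for no effect and mitoxantrone controls for full effect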
LGR2 antag: blocks bursicon-induced cAMP signaling via Drosophila LGR2 | HEK293 LGR2, CRE-luciferase, bursicon-stimulated, 4 h | inhibition, % at 9.99 µM | AID 720647 | actives 0.35% (n = 380,000);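 active means drop in luminescence signal, shown as inhibition above about 50% in the replicate tests, limit read from the data, passing the limit was not always enough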;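 further: agonist challenge used bursicon conditioned medium at about half maximal strength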
PglD inh: PglD (C. jejuni) enzyme inhibition. actives 0.098% (n = 360,000). AID 602405. purified PglD enzyme, DTNB colorimetric CoA detection. inhibition, % at 12.5 µM; in the data active means inhibition above about 16%, passing the limit was not always enough; further: strong numbers were not always called active
C2C12 statin: suppressors of simvastatin-induced myotoxicity in C2C12 myotubes | ATP luminescence, 48 h; scaled: DMSO 0, geranylgeraniol control 100 | rescue of ATP level, % at 7.49 µM | actives 0.78% (n = 330,000) | AID 602340;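 active means mean ATP rescue above about 67%, or every replicate alone reaching that limit, limit read from the data, passing the limit was not always enough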;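 further: myotubes were challenged with 10 µM simvastatin during compound exposure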
ARNT-TACC3 inh: disruptors of human ARNT/TACC3 interaction; actives 0.66% (n = 390,000); inhibition, % at 9.99 µM; AlphaScreen His-ARNT PAS-B/GST-TACC3 binding, luminescence; TACC3 fragment carries E629A point mutation;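 active means mean inhibition of replicates at least 50% and at least half of replicates each reaching 50%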;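 further: 0% = complete ARNT plus TACC3 wells and 100% = ARNT alone without TACC3; many hits fall short of the cut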
PGC1a acetyl inh: modulators of PGC1a acetylation | inhibition, % at 15.6 µM | U2OS PGC1a acetylation, AlphaScreen anti-acetyl-lysine; with virally co-expressed GCN5 acetyltransferase | actives 0.17% (n = 350,000);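 active means every replicate shows inhibition of at least 40%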;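 further: 0% = neutral control wells and 100% = positive control wells; some results beyond the cut were filed as inactive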
INS-1E GSIS act: GLuc luminescence reporter in INS-1E cells, primary screen for activators of glucose-dependent secretion of insulin. AID 743287. activation, % at 16.6 µM. INS-1E GLuc reporter insulin secretion, 2-3 h. actives 0.61% (n = 370,000);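 active means lowest replicate activation of at least 40%, so every replicate reaches that level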;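 further: 0% = median of neutral control wells and 100% = median of IBMX positive control wells; some compounds called inactive have numbers as strong as hits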
Numbers without * were called inactive; · = not tested or not shown.

SMILES	Cneo AK release	PAX8 inh HTS	LGR2 antag	PglD inh	C2C12 statin	ARNT-TACC3 inh	PGC1a acetyl inh	INS-1E GSIS act
CCC(=O)N1CCN(c2ccccc2NC(=O)c2ccc(OC)c(Cl)c2)CC1	-1	·	·	1	22	1	-4	·
CCN(CC)C(=O)c1ccc(CS(=O)(=O)c2ccc(OC)cc2)o1	-4	-11	7	5	0	-2	3	-6
CCn1c(N2CCN(S(=O)(=O)c3ccc(OC)cc3)CC2)nc2ccccc21	-1	4	-10	2	-38	31	-9	-35
O=C(COC(=O)/C=C/c1nc2ccccc2s1)Nc1cccc(Cl)c1Cl	·	-2	-9	·	·	1	·	36
O=C(NC(=S)Nc1cc([N+](=O)[O-])ccc1O)C1CC1	0	-43	1	-17	3	9	·	-4
CC(C)C[C@H]1CN=C(Nc2ccccc2)N1CCCCc1ccccc1	-1	8	7	-1	105*	-3	11	-33
CCC1CCCCN1C(=O)c1cc2cc(Br)ccc2oc1=O (configuration not stated)	1	3	4	-2	19	·	6	12
CS(=O)(=O)N1CCCCN2[C@H](CO)[C@@H](c3ccc(C4=CCCC4)cc3)[C@H]2C1	0	9	-8	-1	·	3	7	17
COC(=O)[C@@]1(C)[C@H]2C(=O)N(C)C(=O)[C@H]2[C@H]2CN=C(SCc3ccccc3)N21	1	-3	-21	2	-3	-6	3	19
Cc1nc2cc(N=NC3=C(O)CCCC3=O)ccc2s1	·	-8	-18	·	·	-1	·	15
CC(=O)Nc1cccc(-c2ccnc3c2CC(C)(C(=O)NCc2cccs2)O3)c1 (configuration not stated)	0	13	-10	5	·	·	·	·
CC[C@]12c3[nH]c4ccc(OC)cc4c3CCN1C(=O)C(CC(=O)NCCCOC)C[C@@H]2C(=O)N1CCN(C(=O)C2CC2)CC1 (some centres not stated)	-3	-9	6	4	-3	-2	9	39
O=C(COC(=O)C1CCN(c2ccc(C(F)(F)F)cn2)CC1)NCCc1ccccc1	-3	-11	-21	-5	-17	0	7	-16
CCOC(=O)CSc1nc2sc3c(c2c(=O)n1-c1ccccc1)CCN(C)C3	2	3	0	6	5	3	4	6
O=C(NCCc1ccccc1)C(=O)N/N=C/c1ccccc1C(F)(F)F	·	·	2	·	3	-7	·	1
Cc1nc(-c2nnc(SCC(=O)Nc3cc(Cl)cc(Cl)c3)n2C)cs1	1	11	6	-5	·	-6	2	-6
COc1ccc(S(=O)(=O)N2CCN(Cc3ccc4c(c3)OCO4)CC2)cc1	2	10	8	3	19	29	-25	2
CO[C@@H]1CN(C)C(=O)c2ccc(NC(=O)c3ccc4c(c3)OCO4)cc2OC[C@H](C)NC[C@H]1C	16	-18	10	2	-2	-2	-2	5
COc1ccc(C(=O)N[C@H](C(=O)Nc2sccc2C(N)=O)C(C)C)cc1	2	-1	-5	10	7	1	4	2
Cc1cccc(OCc2nnc(SCC(=O)Nc3nccs3)o2)c1	·	-2	-7	·	-11	·	·	3
COc1cc(S(=O)(=O)N(Cc2cccc(OC)c2OC)CC2CCCO2)ccc1-n1cnnn1 (configuration not stated)	-2	-2	1	-4	·	8	-5	11
O=C(Nc1cccc(Br)c1)c1ccc2c(c1)SC1=NS(=O)(=O)CCN12	2	88*	12	2	-6	4	-41	11
O=C1/C(=C/c2ccncc2)SC(=S)N1C1CCCCC1	·	-36	-19	·	·	2	·	9
COc1ccc(CNC(=O)CN(C(=O)c2snc(C(N)=O)c2N)c2cccc(F)c2)cc1	1	4	-26	3	13	-6	13	22
CCOC(=O)C1=CN(Cc2cccc(-c3ccc(Cl)nc3)c2)S(=O)(=O)N(C)C1C (configuration not stated)	2	-64	-27	4	-25	-1	·	-18
COc1cccc(-c2ccc3c(c2)[C@H]2[C@H](CCN2S(=O)(=O)c2ccccc2OC)[C@H](CO)N3)c1	48	-28	-22	2	-10	-6	-10	6
O=C1CCC(C(=O)Nc2ccccc2N2CCOCC2)=NN1	·	-12	1	·	3	·	1	2
Cc1ccc(C(=O)N/C(=C\c2ccco2)C(=O)NCc2cccnc2)cc1	1	18	-1	-2	1	-1	1	-8
CNC(=S)NNC(=O)COc1ccccc1C	0	·	-8	-5	-3	-1	5	10
CCc1ccc(CCC(=O)Nc2ccc(OC)cc2)o1	0	-22	·	0	3	-2	1	·
CC[C@]12c3[nH]c4cc(-c5ccco5)ccc4c3CCN1C(=O)[C@@H](CC(=O)NCCN1CCOCC1)C[C@@H]2C(=O)N1CCN(C(=O)c2ccco2)CC1	0	3	-2	-3	-2	4	·	1
O=C(O)c1c(Cl)cccc1Cl	1	·	1	2	-9	·	-5	6
COCC(=O)N1[C@H](C#N)[C@@H](c2ccccc2-c2ccccc2)[C@H]1CO	·	-11	4	·	·	·	7	14
Cc1ccc(N2C(=O)N(c3ccc(C)cc3)C3CS(=O)(=O)CC32)cc1 (configuration not stated)	0	15	-4	-1	3	-2	-13	5
C[C@H]1CN([C@@H](C)CO)C(=O)Cc2cc(NS(C)(=O)=O)ccc2O[C@H]1CN(C)C(=O)NC1CCCCC1	2	-22	5	2	-10	-8	-7	6
CC1(C)OC2CC3C4CC=C5CC(O)CCC5(C)C4CCC3(C)C2(C(=O)CO)O1 (configuration not stated)	3	7	12	1	10	-2	3	·
COCCCNC(=O)CC(NCCCOC)C(=O)O (configuration not stated)	·	-16	-1	·	·	-5	·	4
O=C(COc1ccc(Cl)cc1)Nc1cnn(Cc2c(Cl)cccc2Cl)c1	1	·	·	-2	-63	-1	-5	·
C[C@@H]1CCCCO[C@H](CN(C)C(=O)Nc2ccccc2)[C@@H](C)CN([C@H](C)CO)C(=O)c2cc(NC(=O)NC3CCCCC3)ccc2O1	7	-9	19	-14	·	-8	-3	-20
COc1ccc2[nH]c(C(=O)N3CCN(C)CC3)c(C)c2c1	-1	-4	-1	-4	-1	-6	4	6

One compound at a time, from the list above. Order of values: Cneo AK release, PAX8 inh HTS, LGR2 antag, PglD inh, C2C12 statin, ARNT-TACC3 inh, PGC1a acetyl inh, INS-1E GSIS act
`CC(C)C[C@H]1CN=C(Nc2ccccc2)N1CCCCc1ccccc1` in the list: -1, 8, 7, -1, 105*, -3, 11, -33
`COc1ccc(C(=O)N[C@H](C(=O)Nc2sccc2C(N)=O)C(C)C)cc1` in the list: 2, -1, -5, 10, 7, 1, 4, 2
`CCOC(=O)C1=CN(Cc2cccc(-c3ccc(Cl)nc3)c2)S(=O)(=O)N(C)C1C` (configuration not stated) in the list: 2, -64, -27, 4, -25, -1, ·, -18
`CCN(CC)C(=O)c1ccc(CS(=O)(=O)c2ccc(OC)cc2)o1` in the list: -4, -11, 7, 5, 0, -2, 3, -6

Continued:
SMILES	Cneo AK release	PAX8 inh HTS	LGR2 antag	PglD inh	C2C12 statin	ARNT-TACC3 inh	PGC1a acetyl inh	INS-1E GSIS act
CCN1C(=O)/C(=C\c2cccs2)C(C(=O)OC)=C1C	-15	·	·	2	11	6	-9	·
CCCC#Cc1cnc2c(c1)C(=O)N([C@H](C)CO)C[C@@H](C)[C@H](CN(C)C(=O)Nc1cccc(F)c1)O2	74	-3	15	-2	23	-7	8	-20
CCC(=O)N1N=C(c2cccs2)CC1c1ccc(OC)cc1 (configuration not stated)	-2	-18	-11	-8	7	6	·	11
NS(=O)(=O)c1cccc(NC(=O)CSc2nc3nc(-c4cccs4)cc(C(F)(F)F)c3c(=O)[nH]2)c1	0	9	2	0	·	2	-4	-1
N/C(=N\OC(=O)COc1ccccc1Cl)c1ccc(Cl)cc1	8	·	·	1	-56	-7	6	·
CCN1[C@@H]2c3ccc(-c4cccnc4)c(=O)n3C[C@H]1[C@H](CO)[C@H]2C(=O)NCc1ccccc1	5	-19	-9	0	-10	14	-3	9
Cc1ccc(S(=O)(=O)N2CCOCC2)cc1C(=O)NC(=S)N1CC(C)CC(C)C1 (configuration not stated)	·	11	5	·	·	5	4	-18
Cc1noc(C)c1S(=O)(=O)Nc1ccc2c(c1)C(=O)N([C@H](C)CO)C[C@H](C)[C@H](CN(C)S(=O)(=O)c1cn(C)cn1)OCCCC[C@H](C)O2	0	-15	8	-3	·	16	-5	15
Cc1oc2cc(OCC(=O)O)ccc2c(=O)c1Oc1ccccc1	3	·	2	-3	8	3	-3	-6
CCS(=O)(=O)Nc1ccc2c(c1)C(=O)N(C)[C@H]1CC[C@@H](CC(=O)NCc3ccc(OC)cc3)O[C@H]1CO2	-2	2	4	-1	-1	-2	-6	9
O=C(NCCc1cccc(F)c1)C1CCCN(c2nc3ccccc3s2)C1 (configuration not stated)	5	3	15	6	2	13	·	-10
C=CC[C@H](CC(=O)NCCO)C(=O)N[C@H](COC(=O)[C@@H](CC=C)CC(=O)OC(C)(C)C)Cc1c[nH]c2ccccc12	9	11	-1	-3	0	6	·	·
COC(=O)c1cn(-c2cccc(N)c2)nn1	23	6	·	0	·	4	17	·
O=C(Cn1nnc2ccccc21)c1cccc([N+](=O)[O-])c1	0	4	1	-7	13	2	9	10
COCCn1c(SCC(=O)Nc2nnc(C)s2)nnc1-c1ccncc1	2	·	·	6	-15	-1	-3	·
COc1cc(/C=N\NC(=O)c2cccc(Cl)c2)ccc1Oc1ccc([N+](=O)[O-])cn1	·	43	14	·	-18	5	-7	7
C[C@@H]1CN([C@@H](C)CO)C(=O)CCCn2nncc2CO[C@@H]1CN(C)CC1CCCCC1	1	13	30	3	9	-5	5	9
Cc1cccc(NC(=O)c2nc[nH]c2C(=O)N2CCC(C)CC2)c1	-2	-26	7	-2	-1	0	-13	-8
CC(C)(C)C1CCC(=NNC(=S)NCc2ccccc2)CC1 (configuration not stated)	-2	-6	6	1	1	0	-10	2
CS(=O)(=O)N1[C@H](C#N)[C@H](c2ccc(-c3ccccc3F)cc2)[C@H]1CO	-3	11	5	-2	11	11	4	0

Copied from the list.
Entry for COC(=O)c1cn(-c2cccc(N)c2)nn1 in Cneo AK release: 23
Entry for O=C(Cn1nnc2ccccc21)c1cccc([N+](=O)[O-])c1 in PglD inh: -7
Entry for CS(=O)(=O)N1[C@H](C#N)[C@H](c2ccc(-c3ccccc3F)cc2)[C@H]1CO in C2C12 statin: 11
Entry for COc1cc(/C=N\NC(=O)c2cccc(Cl)c2)ccc1Oc1ccc([N+](=O)[O-])cn1 in LGR2 antag: 14

The results go on:
SMILES	Cneo AK release	PAX8 inh HTS	LGR2 antag	PglD inh	C2C12 statin	ARNT-TACC3 inh	PGC1a acetyl inh	INS-1E GSIS act
COC(=O)N(NC(=O)C(O)(CCC(C)C)CCC(C)C)c1ccccc1	7	-21	10	3	·	-15	·	-9
Cc1c(C(=O)NCC2CCCO2)oc2ccccc12 (configuration not stated)	-1	-69	-36	-1	-3	·	·	2
O=C(CSc1nnc2ccccn12)NC(=O)c1ccccc1Cl	-2	-11	22	8	3	·	·	24
CCC(=O)N(C)C[C@H]1Oc2ncc(Br)cc2C(=O)N([C@H](C)CO)C[C@H]1C	-5	·	-7	-1	-1	-2	9	3
Cc1cc(C)n(C(=O)CNC(=O)c2cccc(Cl)c2)n1	1	-13	5	0	·	-3	2	22
COC(=O)c1sc(C(F)(F)F)c(-c2ccccc2)c1S(=O)(=O)N1CCCC1	1	31	19	-3	-3	2	-5	·
CO[C@@H]1CN(C)C(=O)c2ccc(NC(=O)C3CC3)cc2OC[C@H](C)N(CCc2ccccc2)C[C@@H]1C	48	-16	4	0	1	-10	2	-16
Cc1oc(-c2ccccc2F)nc1CS(=O)(=O)CC(=O)NC(C)CCc1ccccc1 (configuration not stated)	-1	-10	18	2	58	-5	·	-51
CCOC(=O)CCSCC(=O)Nc1nnc(C)s1	1	-27	6	-3	1	-3	·	·
O=C(CC1CCCCC1)Nc1c2c(nn1-c1ccc(F)cc1)CS(=O)(=O)C2	0	·	·	2	15	-23	3	·
CCCCN(C(=O)c1ccc(-c2ccc([N+](=O)[O-])cc2)o1)c1c(N)n(CC(C)C)c(=O)[nH]c1=O	-1	3	5	5	6	-13	8	-2
